Rad51 HR inh: Rad51 (human) homologous recombination inhibition; AID 1385; hRad51 DNA strand exchange, fluorescence dequenching; inhibition, % at 10 µM; 200,000 tested, 0.085% active; Q06609;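 active means inhibition above 40% at the single screening dose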;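 further: 0% = DMSO control wells and 100% = blanks with heterologous ssDNA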
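Test system – preformed human Rad51 ssDNA filaments · Reagent – Donor/quencher-labelled 47-bp dsDNA substrate · Incubation – 37 °C 15-min filament assembly, 30-min compound preincubation, 15-min exchange · Signal – FRET fluorescence dequenching, excitation 485 nm, emission 520 nm · Read-out – percent inhibition from fluorescence, normalised to plate control and blank means · Benchmarks – plate control and blank wells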
MDM2 E3 inh: inhibitors of human Mdm2 E3 ubiquitin ligase; Q00987; cell-based MDM2 ubiquitination luciferase reporter, 2 h; 0 = plate control, 100 = twice control, blank-subtracted; signal enhancement, % at 5 µM; 210,000 tested, 0.11% active;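 active means signal enhancement of 30% or more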;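 further: luminescence tracks abundance of the self-degrading MDM2-luciferase fusion protein; higher signal means inhibition of MDM2 E3 ligase activity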
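Assay system: mammalian cells stably expressing self-ubiquitinating, self-degrading MDM2 E3–luciferase fusion. Quantity: 2000 cells in each well. Medium: DMEM culture medium. Compound dosing: single-point 5 µM. Timing: cell settling 4 h, compound treatment 2 h, both 37 °C. Technique: luciferase luminescence. Read-out basis: percent signal gain over controls, blank-subtracted. Benchmarks: plate controls and plate blanks.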
p97 ATPase inh: human p97 ATPase inhibition; recombinant p97 ATPase, Kinase-Glo ATP luminescence, 3 h; inhibition, % at 8 µM; 220,000 tested, 0.42% active; in the data active means inhibition above about 15%;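 further: 0% = DMSO vehicle and 100% = wells lacking enzyme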
KLK5 inh: blocks human kallikrein 5 protease activity | Q9Y337 | recombinant hK5, fluorogenic AMC substrate cleavage | inhibition, % at 5 µM | 210,000 tested, 0.59% active | AID 873;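 active means inhibition of 40% or more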;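 further: 0% = enzyme controls without compound and 100% = no-enzyme blanks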
Target sequence (Q9Y337 67-293 limits assumed): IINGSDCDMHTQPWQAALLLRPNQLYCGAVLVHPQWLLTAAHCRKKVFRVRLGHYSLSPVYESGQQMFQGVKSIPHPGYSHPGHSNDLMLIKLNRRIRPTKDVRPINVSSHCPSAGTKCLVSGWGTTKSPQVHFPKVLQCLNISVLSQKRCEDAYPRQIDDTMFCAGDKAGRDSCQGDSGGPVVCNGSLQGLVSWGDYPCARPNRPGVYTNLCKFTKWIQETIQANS
FXIa inh 1536: inhibitors of human coagulation factor XIa; inhibition, % at 5 µM; purified FXIa, Boc-Glu-Ala-Arg-AMC fluorogenic substrate; AID 798; 220,000 tested, 0.14% active;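 active means inhibition of at least 40%; inactive means inhibition below 40%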;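 further: fluorescence of freed AMC excited at 355 nm; 0% = enzyme without compound and 100% = no enzyme blank; many of its hits are not listed in these tables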
Wee1 degr inh: inhibitors of human Wee1 degradation; reporter increase, % at 5 µM; 220,000 tested, 1.2% active; HeLa Luc-Wee1K328M stability, luciferase luminescence; 100% = proteasome inhibitor MG132 effect; AID 1321;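 active means activation above the mean of all tested compounds plus 3 SD, set per screening run, cut at about 8.8% in these data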;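 further: cells exposed to compound for 20 h before luminescence read; 0% = DMSO alone and 100% = MG132 at 30 µM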
FXIIa inh 1536: inhibitors of human coagulation factor XIIa; P00748; purified FXIIa, Boc-QGR-AMC fluorogenic substrate, 2 h; inhibition, % at 5 µM; 220,000 tested, 0.3% active; in the data active means inhibition above about 40%;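 further: 0% = enzyme with no compound and 100% = blank without enzyme; many of its hits are not listed in these tables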
Target sequence (P00748 20-372 limits assumed): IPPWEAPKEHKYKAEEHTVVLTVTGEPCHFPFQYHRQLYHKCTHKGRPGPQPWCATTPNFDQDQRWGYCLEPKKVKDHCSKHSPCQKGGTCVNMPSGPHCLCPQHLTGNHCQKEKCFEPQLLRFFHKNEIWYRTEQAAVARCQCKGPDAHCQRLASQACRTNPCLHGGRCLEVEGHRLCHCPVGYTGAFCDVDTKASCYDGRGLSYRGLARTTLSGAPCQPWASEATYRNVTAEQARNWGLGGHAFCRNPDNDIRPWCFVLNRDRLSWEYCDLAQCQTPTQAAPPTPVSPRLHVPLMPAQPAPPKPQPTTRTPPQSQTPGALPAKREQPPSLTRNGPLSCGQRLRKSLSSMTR
Target sequence (P00748 373-615 limits assumed): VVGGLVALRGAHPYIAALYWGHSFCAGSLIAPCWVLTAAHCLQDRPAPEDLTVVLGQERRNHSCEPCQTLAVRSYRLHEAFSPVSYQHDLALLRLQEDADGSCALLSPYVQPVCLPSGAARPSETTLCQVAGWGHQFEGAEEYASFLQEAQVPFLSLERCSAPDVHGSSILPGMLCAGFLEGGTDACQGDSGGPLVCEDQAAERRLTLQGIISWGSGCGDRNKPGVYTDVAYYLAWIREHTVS
eIF4E 4G PPI: inhibitors of eIF4E and eIF4G interaction in translation initiation; P63073+Q04637; TR-FRET eIF4E-eIF4GI(517-606) binding, 2 h; inhibition, % at 21.7 µM; 220,000 tested, 0.37% active;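 active means inhibition above about 30%, limit read from the data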;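 further: 0% = full FRET control wells and 100% = background wells lacking eIF4GI fragment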
14-3-3 Bad PPI: disrupts binding of bovine 14-3-3 zeta to phospho-Bad peptide; inhibition, % at 21.7 µM; P63103; AID 781; TR-FRET 14-3-3zeta/Dy647-pBad peptide displacement, 1 h; 220,000 tested, 0.71% active;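 active means inhibition above about 70%, limit read from the data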;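 further: 0% = full 14-3-3 plus peptide FRET controls and 100% = background without 14-3-3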
An asterisk follows results filed as active; · = not tested or not shown; [ ] = another dose, or the depositor's remark.

Second line of a record: eIF4E 4G PPI, KLK5 inh, p97 ATPase inh, Wee1 degr inh, FXIIa inh 1536, Rad51 HR inh, FXIa inh 1536, 14-3-3 Bad PPI, MDM2 E3 inh
- CC(=O)NC(Cc1ccc(N(CCCl)CCCl)cc1)C(=O)NC(C(=O)O)C(C)C (stereo not given)
  2, -8, 1, -1, 3, -14, -5, -6, -9
- Clc1ccc2c(c1)C(c1ccccc1Cl)=NCc1nnc(Br)n1-2
  3, -4, -5, 4, 3, 5, -2, -4, 2
- O=S(=O)(c1ccc(Cl)cc1)N1CCCCC1c1cccnc1 (stereo not given)
  -2, -2, 4, 1, -1, 6, 0, -8, -10
- Cc1ccc(-n2c(O)c(C=N)c(=O)n(-c3ccc(C)cc3)c2=O)cc1
  3, -1, -3, -2, 1, 13, -4, 0, -4
- c1ccc2sc(N3CCNCC3)nc2c1
  -2, 5, 0, 2, 9, 3, 3, -9, 4
- CCOC(=O)c1ccc(NC(=O)c2c(O)[nH]c(=O)[nH]c2=O)cc1
  17, -4, 11, -5, -1, ·, -3, 54, -7
- Fc1ccccc1N1CCN(Cc2c(F)cccc2F)CC1
  0[fluorescence artefact?], -10, 4, 2, 6, 2, -2, 60[fluorescence artefact?], -1
- CCC1(C)OC(c2ccccc2)=C/C(=C/C=C2C(=O)NC(=O)NC2=O)O1 (stereo not given)
  -4, -16, 2, -1, 11, -52, 7, -10, -8
- CCC(=O)Nc1cc(C(=O)N2CCC3(CC2)OCCO3)ccc1S(=O)(=O)c1ccc(C)cc1
  0, 0, 1, 4, -14, 1, -11, -12, -16
- CN1C(=O)C(=Cc2sc(=O)n(-c3ccccc3)c2N(C)C)C(=O)N(C)C1=O
  2, 1, 6, 5, 5, ·, 3, -15, 13
- Cc1cc(/C=C2\C(=O)NC(=O)N(c3ccc(F)cc3)C2=O)c(C)n1-c1cccc(C(=O)O)c1
  6, -1, 4, -2, 12, 7, -1, 0, 1
- N#Cc1ccc(NC(=O)CN2CCCC2)cc1Cl
  2, 0, 4, 5, 10, -19, -2, -5, -26
- C=CCn1c(O)c(C(CC)=NCc2cc(OC)cc(OC)c2)c(=O)[nH]c1=O
  1, 8, 1, -1, 15, 11, 8, 1, 1
- COc1ccc(OC)c(-n2c(O)c(C=Nc3c(C)n(C)n(-c4ccccc4)c3=O)c(=O)[nH]c2=S)c1
  1, -3, 4, 2, 11, -37, -1, -11, -10
- COc1ccc(OC)c(-n2c(O)c(C=NCc3ccc4c(c3)OCO4)c(=O)[nH]c2=O)c1
  -7, -11, 4, -2, 14, 0, 3, 1, 10
- COc1ccc(-n2c(C)nc3cc(C(=O)N4CCC5(CC4)OCCO5)ccc32)cc1
  4, -17, 2, -2, 9, 0, -8, -6, 1
- CCCn1cc2c3c(cccc31)C1CC(C)CN(C)C1C2 (stereo not given)
  -4, -1, 4, 0, 4, -38, 0, -8, ·
- NCCCP(=O)(O)CCc1ccccc1
  3, -4, 6, 1, 1, 2, 0, 12[fluorescence artefact?], -7
- c1ccc(CNCCc2ccc3c(c2)OCO3)nc1
  -1, -4, -1, -1, 5, -3, -7, 64, -3
- CCOC(=O)C1(c2ccccc2)CCN(CC(=O)Nc2ccc(C)cc2)CC1
  -2, 17, -7, 0, 10, -9, 1, -2, -7
- O=C1NC(=O)C2(Cc3ccccc3N3CCCC32)C(=O)N1Cc1ccccc1 (stereo not given)
  -1, -11, 2, 4, 0, -4, -7, -10, -2
- CCC(=NCCc1ccccc1)c1c(O)n(C)c(=O)n(C)c1=O
  3, -8, -7, -2, 4, ·, -8, -8, -4
- CN1CCN(Cc2ccc(Br)s2)CC1
  -7, 2, 7, -2, 14, -7, 2, 59, 7
- Cc1cc(C)nc(/N=C(\N)c2c(O)[nH]c(=O)[nH]c2=O)n1
  2, -20, 0, 0, 6, 8, 1, -4[fluorescence artefact?], -5
- CCCCN1C(=O)/C(=C/c2ccc(N(C)C)cc2)C(=O)N(Cc2ccco2)C1=O
  -11[fluorescence artefact?], -13, -1, -4, 6, -172, 2, -20[fluorescence artefact?], -23
- Cc1ccc(CN2CCN(C)CC2)c(C)c1
  6, 3, 6, 1, 4, -2, -2, 48, 1
- COc1ccc(NP(=O)(Oc2ccccc2OC)Oc2ccccc2OC)cc1
  3, -8, 2, 0, 8, -26, 5, -4, -2
- CC1(C)C2([N+](=O)[O-])CN3CN(C2)CC1([N+](=O)[O-])C3
  -1, -5, -2, 1, 5, -12, -5, -14, -11
- CC(C)(C)NS(=O)(=O)c1ccc(OCC(=O)N2CCN(Cc3ccccc3)CC2)cc1
  -1, -4, 2, 0, 6, 6, 0, -11, -7
- Cc1cc(NC(=O)CCl)nn1C
  -3, -5, 6, -3, 1, 6, -5, -1, 2

Sorted by SMILES length (high to low): 5 of the compounds above.
Second line of a record: eIF4E 4G PPI, KLK5 inh, p97 ATPase inh, Wee1 degr inh, FXIIa inh 1536, Rad51 HR inh, FXIa inh 1536, 14-3-3 Bad PPI, MDM2 E3 inh
- CC(=O)NC(Cc1ccc(N(CCCl)CCCl)cc1)C(=O)NC(C(=O)O)C(C)C (stereo not given)
  2, -8, 1, -1, 3, -14, -5, -6, -9
- Cc1ccc(-n2c(O)c(C=N)c(=O)n(-c3ccc(C)cc3)c2=O)cc1
  3, -1, -3, -2, 1, 13, -4, 0, -4
- CCOC(=O)C1(c2ccccc2)CCN(CC(=O)Nc2ccc(C)cc2)CC1
  -2, 17, -7, 0, 10, -9, 1, -2, -7
- c1ccc2sc(N3CCNCC3)nc2c1
  -2, 5, 0, 2, 9, 3, 3, -9, 4
- Cc1cc(NC(=O)CCl)nn1C
  -3, -5, 6, -3, 1, 6, -5, -1, 2

The list continues.
Second line of a record: eIF4E 4G PPI, KLK5 inh, p97 ATPase inh, Wee1 degr inh, FXIIa inh 1536, Rad51 HR inh, FXIa inh 1536, 14-3-3 Bad PPI, MDM2 E3 inh
- CN(C)c1ccc(/C=C/C=C/c2sc3ccccc3[n+]2C)cc1
  -33, 0, -8, 3, 12, 8, -5, -55, -17
- CC(=O)NC(Cc1ccc(N(CCCl)CCCl)cc1)C(=O)O (stereo not given)
  6[fluorescence artefact?], -1, 7, 2, 10, -7, 6, 1[fluorescence artefact?], -8
- CSc1ccc(CN2CCN(C(=O)COc3cccc(C)c3)CC2)cc1
  2, -2, -9, -2, ·, -4, 6, 35, -7
- CCC(NC(=O)OC(C)(C)C)C(=O)Oc1cc(C)cc2oc(=O)c3c(c12)CCC3 (stereo not given)
  0, -7, -6, 0, 8, -2, 0, -1[fluorescence artefact?], -6
- COc1ccc(CC(=O)N2CCN(C)CC2)cc1OC
  5, 1, -4, 3, 5, 9, -1, 73*, -7
- CC(C)CCCn1c(O)c(/C=C2/C=CC=N2)c(=O)[nH]c1=O
  2, 23, -1, 4, -3, 5, 0, 2, -5
- Cc1ccc(/C=C2\C(=O)NC(=O)N(Cc3ccccc3Cl)C2=O)o1
  5, -7, 9, -1, 0, -4, 0, -3, 9
- CCCC(=O)OCC[N+](C)(C)C
  -1, -8, 4, 9.4*, 12, -1, 1, -4, ·
- CC1=CC(=O)OC2CC3OC4C[C@@H](C)C5OC6CC7O[C@]8(C)C/C=C\C9OC%10CC%11OC(CC(C)CO)CC(O)[C@]%11(C)OC%10CC9OC8C[C@]7(C)O[C@]6(C)CCC5OC4C[C@]3(C)OC12 (stereo not given in full)
  -2, 3, 0, 5, 15, -10, 2, -3, ·
- Cc1cc(C)cc(-n2c(C)cc(/C=C3\C(=O)NC(=O)N(C)C3=O)c2C)c1
  0, -3, 6, -2, 12, ·, 9, 15[fluorescence artefact?], 7
- COc1ccc(CCNC2CCCCC2)cc1
  0, -4, 5, -1, 2, 1, -3, -6, -23
- Cc1cc(/C=C2\C(=O)NC(=O)N(Cc3ccccc3)C2=O)c(C)n1C1CC1
  5, -1, -2, 2, -1, -8, -4, -8, -2
- CC(C)c1ccc(N2C(=O)NC(=O)/C(=C\c3cnc(-c4ccccc4)nc3)C2=O)cc1
  10, -8, 1, 3, 12, -3, 4, 28[fluorescence artefact?], -9
- NC(=O)c1ccc(N=Nc2c(O)[nH]c(=O)[nH]c2=O)cc1
  -6[fluorescence artefact?], -2, 5, 1, 3, -60, 13, 11, -13
- OC(c1ccccc1)(c1ccccc1)c1ccncc1
  2, -23, -5, 3, 8, ·, 8, -6, ·

Screens (PubChem)

Not all compounds are listed (hit frequency here may not be typical).
